# Compound activity as filed in PubChem BioAssay.
# GC-A act – GC-A (human) enzyme activation; P16066; HEK293 GC-A cells, cGMP TR-FRET, EC30 ANP; 0% at EC30 ANP, 100% saturating ANP; activation, % at 10 µM; 370,000 compounds, 0.14% hits; AID 1671463; in the data active means activation above about 40%
# GC-B act – GC-B (human) receptor activation; P20594; HEK293-GC-B cells, CNP EC30, cGMP TR-FRET; 0% at EC30 CNP, 100% saturating CNP; activation, % at 10 µM; 370,000 compounds, 0.11% hits; AID 1920062;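 active means activation at 10 µM reaching about 35% in either raw or pattern-adjusted values, limit read from the data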
# ASAP1 GAP inh – inhibitors of human ASAP1 ArfGAP activity. 360,000 compounds, 0.19% hits. AID 624377. inhibition, % at 16.5 µM. Q9ULH1. ASAP1-stimulated ARF1 GTP hydrolysis, GDP FP detection; in the data active means inhibition above about 25%;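 further: 0% = vehicle with enzyme and substrate and 100% = no enzyme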
# DDE Tn6 FP inh – inhibitors of Tn6 peptide binding to human fibrin DD(E); P02675; Fibrin DD(E) TRITC-Tn6 fluorescence polarization displacement; inhibition, % at 8.3 µM; 370,000 compounds, 0.21% hits;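 active means inhibition above a per-campaign cutoff: mean of compounds within control limits plus 3 SD, cut at about 15% in these data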;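 further: 0% = median of all compound wells on the plate and 100% = blocking peptide control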
# Target sequence (P02675 whole entry, looked up): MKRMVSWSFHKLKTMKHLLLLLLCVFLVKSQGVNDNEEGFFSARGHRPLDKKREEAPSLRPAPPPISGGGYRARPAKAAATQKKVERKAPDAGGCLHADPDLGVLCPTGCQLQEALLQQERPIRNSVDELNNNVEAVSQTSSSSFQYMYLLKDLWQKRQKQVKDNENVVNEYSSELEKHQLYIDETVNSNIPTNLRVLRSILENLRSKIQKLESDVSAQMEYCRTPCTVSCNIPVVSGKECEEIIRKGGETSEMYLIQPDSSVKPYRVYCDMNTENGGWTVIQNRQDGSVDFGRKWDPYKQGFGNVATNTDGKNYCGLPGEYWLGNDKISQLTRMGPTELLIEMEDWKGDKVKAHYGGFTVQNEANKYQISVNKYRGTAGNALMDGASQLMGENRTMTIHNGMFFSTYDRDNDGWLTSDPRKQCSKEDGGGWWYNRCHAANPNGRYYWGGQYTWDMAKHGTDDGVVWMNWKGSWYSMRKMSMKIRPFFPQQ
# ADAM10 inh – ADAM10 inhibition, QFRET primary screen; AID 720582; inhibition, % at 7 µM; O14672; recombinant ADAM10, EDANS/DABCYL FRET peptide cleavage, 3 h; 370,000 compounds, 0.62% hits;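 active means inhibition above a per-campaign cutoff equal to the mean of compounds falling between control-based bounds plus 3 SD, cut at about 20% in these data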;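 further: 0% = DMSO wells while the 100% control is not disclosed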
# rCAG binder – binds r(CAG) RNA repeats | inhibition, % at 3 µM | r(CAG) RNA repeat, TO-PRO-1 dye displacement fluorescence | 370,000 compounds, 1.3% hits;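 active means inhibition above the plate cutoff, the mean of all test compounds on that plate plus 3 SD, cut at about 35% in these data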;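 further: 0% = DMSO alone and 100% = 100 µM mitoxantrone as full dye displacement; higher means more dye released from RNA so lower well fluorescence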
# sPLA2-III inh – Inhibits HGIII-sPLA2 liposome hydrolysis, primary screen; QFRET BODIPY PC-A2 liposome hydrolysis, fluorescence; inhibition, % at 12.2 µM; 370,000 compounds, 0.56% hits; AID 743126;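 active means inhibition above mean plus 3 SD of compounds lying within the high and low control bounds, cut at about 19% in these data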;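 further: 0% = median of test compound wells and 100% = no enzyme DMSO wells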
# FXN GAA850 act – activators of GAA850 frataxin (FXN) promoter; HEK293 lucGAA850 FXN promoter luciferase reporter, 24 h; percent of 10 µM SAHA response; activation, % at 6 µM; 360,000 compounds, 0.56% hits;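 active means activation above the average of all compounds screened plus 3 SD, cutoff fixed separately per campaign, cut at about 7.5% in these data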;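 further: 0% = DMSO wells and 100% = 10 µM SAHA wells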
# KLK7 zymogen act – proKLK7 (human) activation, primary screen; P49862; purified proKLK7, EDANS-DABCYL substrate fluorescence; 100% is mature enzyme control, 0% vehicle; activation, % at 7 µM; 370,000 compounds, 0.9% hits;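 active means activation above the mean of all tested compounds plus 3 SD, computed per campaign excluding outliers beyond control limits, cut at about 13% in these data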
# Target sequence (P49862 whole entry, looked up): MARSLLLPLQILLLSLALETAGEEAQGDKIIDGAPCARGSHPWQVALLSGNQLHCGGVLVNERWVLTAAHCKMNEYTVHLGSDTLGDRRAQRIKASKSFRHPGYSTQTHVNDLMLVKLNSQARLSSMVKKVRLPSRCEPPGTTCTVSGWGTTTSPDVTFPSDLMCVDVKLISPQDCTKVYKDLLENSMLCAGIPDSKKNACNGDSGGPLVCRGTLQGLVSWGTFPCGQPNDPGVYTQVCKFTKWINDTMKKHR
# ARFGAP1 inhibitor – rat ARFGAP1 inhibition; inhibition, % at 16.5 µM; AID 651572; 360,000 compounds, 0.26% hits; Arfgap1-stimulated ARF1 GTP hydrolysis, GDP FP detection; Q62848;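 active means inhibition above a per-plate limit, mean inhibition of low control wells plus 3 SD, cut at about 25% in these data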;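 further: 0% = DMSO wells with enzyme and 100% = wells lacking Arfgap1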
# Target sequence (Q62848 1-136 limits assumed): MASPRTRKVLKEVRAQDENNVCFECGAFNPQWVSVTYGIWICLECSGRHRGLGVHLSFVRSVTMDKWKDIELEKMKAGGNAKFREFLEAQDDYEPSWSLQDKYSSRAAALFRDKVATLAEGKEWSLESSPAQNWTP
#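 material = rat Arfgap1 catalytic domain, aa 1-136 | also added = human ARF1(Δ1-17)-GTP substrate | compound dosing = one concentration, 16.5 µM, DMSO 1.26% | times = GTP hydrolysis reaction 2 h at 25 °C | measured by = FP, GDP Alexa 633 tracer displaced from anti-GDP antibody, 620/688 nm | evaluation = percent inhibition of Arfgap1-stimulated GTP hydrolysis | replication = single well per compound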
# * = called active by the depositor; · = no result given.
SMILES,GC-A act,GC-B act,ASAP1 GAP inh,DDE Tn6 FP inh,ADAM10 inh,rCAG binder,sPLA2-III inh,FXN GAA850 act,KLK7 zymogen act,ARFGAP1 inhibitor
COc1cc2c(cc1OC)C(c1ccc(Cl)cc1)CC(=O)N2 (configuration not stated),-6,-3,2,-6,-9,-4,6,2.3,-0.2,-7
Cc1csc(SCC(=O)N2CCCC2)n1,2,2,-15,2,6,-1,-3,-0.3,0.3,9
Cc1ccnc2nc(C(=O)Nc3nccs3)nn12,-1,3,2,1,-5,4,2,4.5,-0.4,-1
CCN(CC(=O)Nc1ccc(OC)cc1)C(=O)CCS(=O)(=O)c1ccc(C)cc1,1,-2,6,-2,3,-3,6,-1.6,-0.3,-7
CC1CCCN(CC(=O)Nc2cccc([N+](=O)[O-])c2)C1 (configuration not stated),-3,5,10,2,-5,-3,1,-1.9,0.4,-8
CC(=O)OC(C)=O,2,4,6,1,2,-2,-1,0.0,-0.2,-11
Cc1ccccc1C(C(=O)NC1CCCCC1)N(C(=O)CNC(=O)c1ccco1)c1cccnc1 (configuration not stated),0,0,-15,-6,-8,-3,3,2.6,0.5,0
O=C(O)/C=C/C(=O)Nc1ccccc1SC(F)(F)C(F)(F)C(F)(F)F,1,5,3,1,-2,3,0,-3.4,-0.6,7
CCCCN(C(=O)c1oc2ccc(OCC)cc2c1C)c1c(N)n(CCCC)c(=O)[nH]c1=O,-1,-8,-4,2,-9,3,1,0.3,0.1,-9
COc1cccc(NCc2cc(=O)oc3cc(C)c(C(C)C)cc23)c1,-1,5,-18,-1,-3,9,-7,0.7,-0.2,9

# Gathered by group: the entries above with a furan ring, fused or not.
SMILES,GC-A act,GC-B act,ASAP1 GAP inh,DDE Tn6 FP inh,ADAM10 inh,rCAG binder,sPLA2-III inh,FXN GAA850 act,KLK7 zymogen act,ARFGAP1 inhibitor
Cc1ccccc1C(C(=O)NC1CCCCC1)N(C(=O)CNC(=O)c1ccco1)c1cccnc1 (configuration not stated),0,0,-15,-6,-8,-3,3,2.6,0.5,0
CCCCN(C(=O)c1oc2ccc(OCC)cc2c1C)c1c(N)n(CCCC)c(=O)[nH]c1=O,-1,-8,-4,2,-9,3,1,0.3,0.1,-9

# The listing continues:
SMILES,GC-A act,GC-B act,ASAP1 GAP inh,DDE Tn6 FP inh,ADAM10 inh,rCAG binder,sPLA2-III inh,FXN GAA850 act,KLK7 zymogen act,ARFGAP1 inhibitor
CC(CCc1ccccc1)OS(N)(=O)=O (configuration not stated),0,6,7,11,9,2,5,-0.1,-0.5,-6
CCN(C(=O)COC(=O)c1cnc(C)cn1)C1CCS(=O)(=O)C1 (configuration not stated),4,9,4,7,-8,2,4,-0.6,-0.4,5
CCn1nc(C)cc1C(=O)n1nc(C)c(Sc2ncccn2)c1C,3,-1,0,1,-2,-2,0,-0.6,-0.1,6
CCOC(=O)CNc1c(-c2ccccc2)nc2ccc(Cl)cn12,7,11,15,-4,-70,-5,6,2.6,4.6,1
CSCC[C@H](NC(=O)N1CCn2c1nc1ccccc12)C(=O)NCc1ccccc1,-8,-1,-5,5,-3,1,-5,0.5,0.1,7
COC(=O)c1c(C)nn(-c2ccc(F)c(Cl)c2)c1-c1cc(C)on1,3,3,-13,6,2,-7,-7,-2.0,0.2,-12
Cc1ccccc1-c1nnc(Cc2ccccc2)o1,-2,1,-7,-2,-2,-1,8,2.9,0.2,20
CCCCOC(=O)C(C#N)c1nc2ccccc2nc1N1CCN(Cc2ccc3c(c2)OCO3)CC1 (configuration not stated),-6,-5,-7,-6,-21,1,13,1.6,0.4,1
O=C(NC(=S)N(CCO)Cc1ccccc1)c1cc(Br)ccc1Cl,4,-3,4,5,0,2,18,1.2,-0.3,-13
CCN(C[C@H]1N[C@@](CC)(C(=O)OC)[C@H]2C(=O)N(C)C(=O)[C@@H]12)S(=O)(=O)c1ccc(F)cc1,-1,0,-3,-1,-9,0,3,0.5,-0.6,2
COc1ccc(C(C)(O)c2nc(-c3cccc(C#N)c3)cs2)cc1 (configuration not stated),-1,0,13,-9,-311,1,2,0.6,0.2,12
Cc1c(C)n(C)c2ccc(C(=O)NCCN3CCOCC3)cc12,-6,-3,5,-4,-20,-4,2,1.2,0.3,-9
CN(C)S(=O)(=O)c1ccc(N2CCN(S(=O)(=O)c3ccc(F)cc3)CC2)c(Cl)c1,2,2,-4,-4,-1,0,-3,2.7,0.8,-7
CN1CCN(c2ncnc3c2[nH]c2ccc(F)cc23)CC1,1,-2,11,3,-329,2,8,4.8,20*,8
O=C(NCc1cccc(C(F)(F)F)c1)C1CCCN(c2ncccn2)C1 (configuration not stated),1,-7,-6,8,-13,-1,-3,-1.2,-0.1,-5
Cc1cccc(-c2cc(C(=O)N3CCCc4ccccc43)c3ccccc3n2)c1,-3,-3,7,-7,2,1,-10,0.9,-0.3,10
Cc1ccc(S(=O)(=O)N2CCOCC2)cc1C(=O)NC(=S)N1CC(C)OC(C)C1 (configuration not stated),-5,6,-15,-5,8,3,0,1.5,-0.2,-9
Cc1cc(C)c(S(=O)(=O)NCCn2ccc3ccccc32)c(C)c1,-5,-6,5,3,4,1,-46,0.7,0.3,3
COc1ccc(S(=O)(=O)NCc2csc(C)n2)cc1,-2,1,11,-1,-3,0,-1,-0.7,0.1,10
CC(C)C[C@H]1COc2cc(Br)ccc2S(=O)(=O)N1Cc1ccc(F)cc1F,0,0,7,-10,0,3,1,·,0.0,8
CNC(=O)C1CC(=O)N/C(=N/N=C(\C)c2cccs2)S1 (configuration not stated),·,·,-4,-6,8,4,3,0.1,0.1,-3
COc1ccc(NC(=O)N(C)C[C@H]2Oc3ccc(NC(=O)Nc4ccc(C(F)(F)F)cc4)cc3C(=O)N([C@H](C)CO)C[C@@H]2C)cc1,1,8,-8,-12,14,7,-18,-0.5,0.3,13
Cc1ccc2c(cnn2C(=O)CCCC(=O)NCc2cccc(F)c2)c1,1,-3,-14,2,-2,2,0,0.3,0.1,4
Cc1noc(C)c1COc1ccc(C(=O)N2CCN(S(=O)(=O)c3ccc(F)cc3)CC2)cc1,-1,-6,-1,1,-6,3,12,-1.2,-0.1,1
COC(=O)Cc1c(O)ccn(Cc2ccc(Cl)c(Cl)c2)c1=O,-1,-1,-14,-4,10,-4,-2,-2.5,0.2,9
CCc1ccc(NC(=O)N(CCCN2CCOCC2)C(C)c2cc3cccc(OC)c3o2)cc1 (configuration not stated),-10,0,-10,3,-2,-1,-16,-1.2,1.2,15
CN(C)S(=O)(=O)c1cccc(C(=O)OCC(=O)c2ccc3c(c2)NC(=O)CO3)c1,1,-1,-1,-7,-2,-3,-6,-1.1,0.0,-5
CCCCN1CN2Cc3cc(F)ccc3C2CS1(=O)=O (configuration not stated),0,-1,·,1,1,3,2,·,-0.4,·
CC(=O)Cn1cnc2c(cnn2-c2ccc(F)cc2)c1=O,2,0,7,-2,-13,1,9,1.7,0.1,3
COc1cccc(NC(=O)CN2C(=O)COc3ccc(S(=O)(=O)N4CCC(C)CC4)cc32)c1,-7,-3,3,-1,2,2,-13,-4.5,-0.2,14

# Marked active in KLK7 zymogen act, of those listed so far:
SMILES	GC-A act	GC-B act	ASAP1 GAP inh	DDE Tn6 FP inh	ADAM10 inh	sPLA2-III inh	KLK7 zymogen act	ARFGAP1 inhibitor
CN1CCN(c2ncnc3c2[nH]c2ccc(F)cc23)CC1	1	-2	11	3	-329	8	20*	8

# The listing continues.
SMILES,GC-A act,GC-B act,ASAP1 GAP inh,DDE Tn6 FP inh,ADAM10 inh,rCAG binder,sPLA2-III inh,FXN GAA850 act,KLK7 zymogen act,ARFGAP1 inhibitor
COc1ccc(CNC(=O)CC2C(=O)NCCN2C2Cc3ccccc3C2)cc1 (configuration not stated),-1,4,0,-1,-8,-5,3,3.2,0.1,8
Cc1ccc(S(=O)(=O)N2CCN=C2SCc2c(F)cccc2Cl)cc1,0,-2,5,1,5,0,-3,5.2,0.4,13
Cc1ccc(C2NC(=O)c3ccccc3O2)cc1 (configuration not stated),1,-1,-13,-4,-44,-4,4,2.2,-2.8,3
COc1ccc(C(=O)Nc2ccc(Oc3ncnc4sc(-c5ccccc5)cc34)cc2)cc1OC,-5,-2,-10,-2,-3,4,3,2.0,-0.2,-7
CC(C)CCNC(=O)COC(=O)/C=C/c1ccc2ccccc2n1,2,-6,-2,-4,0,-2,-3,2.2,-0.3,5
CC1CCCN(C(=O)C2CC(=O)N(c3ccc(Cl)cc3)C2)C1 (configuration not stated),3,3,2,2,0,2,5,-0.1,-0.1,-6
Cc1cc(C)n(S(=O)(=O)c2cc(C(=O)O)c(Cl)cc2Cl)n1,-3,-2,-12,-3,1,-1,5,-0.5,-0.1,-9
Cc1nc2ccccn2c1/C(O)=C1\C(=O)C(=O)N(CCN2CCOCC2)C1c1ccncc1 (configuration not stated),-1,2,2,5,4,1,4,-1.8,0.7,-5
COc1ccc(OCCOC(=O)CNC(=O)c2ccc(C)cc2)cc1,-1,-1,-10,4,-8,-8,3,2.3,0.4,-7
CC(C)(C)NC(=O)c1ccc(Cn2cc(C(F)(F)F)ccc2=O)cc1,2,1,-20,4,-11,-5,-3,-0.4,0.7,5
CCN(C(=O)CCN1C(=O)S/C(=C\c2ccccc2)C1=O)C1CCS(=O)(=O)C1 (configuration not stated),4,-2,-3,-3,3,-2,-2,1.3,0.0,4
COc1ccc(CC(=O)N(Cc2ccccc2)c2ccccc2)cc1S(=O)(=O)N1CCOCC1,-2,7,-7,0,-2,-7,1,-6.0,-0.1,8
O=C(O)c1cccnc1C(=O)O,1,4,5,2,2,1,2,2.8,-0.1,-4
CC(C)(C)NC(=O)C(c1ccc(F)cc1)N(Cc1ccco1)C(=O)CCC(=O)Nc1nccs1 (configuration not stated),-1,-4,11,0,4,-2,0,0.2,-0.5,3
Cc1cc(C)n(CC(=O)NN)n1,5,0,-6,-2,-5,-4,-1,-0.8,-0.6,5
Cc1ccc2nc(SCC(=O)N3c4ccccc4CC3C)c(C)cc2c1 (configuration not stated),-4,-8,-12,2,1,1,14,0.5,-0.5,7
CCOC(=O)N1CCC(=NNC(=O)COc2cccc(C)c2)CC1,2,0,-6,-3,4,0,-2,0.6,-0.1,-8
Cc1ccc(NC(=O)c2cccc(NC3=NC4CS(=O)(=O)CC4S3)c2)cc1C (configuration not stated),5,0,-1,0,-11,4,4,-1.2,-0.9,13
CCCS(=O)(=O)NC(=O)C1(C)CCN(C(=O)COCc2ccccc2)C1 (configuration not stated),3,4,4,8,-2,2,0,1.2,-0.1,2
CCc1cc(=O)oc2cc(OCc3ccc(C(=O)O)o3)ccc12,0,-1,-10,-1,-121,0,1,1.6,0.0,6
Cc1ccccc1-c1cc(C(=O)NCc2ccc(OC(F)(F)F)cc2)nn1CC1CC(c2cccc([N+](=O)[O-])c2)=NO1 (configuration not stated),-4,-1,3,-2,9,6,-8,-2.2,-0.8,1
O=C(CN1C(=O)NC(Cc2ccccc2)C1=O)Nc1ccc(OC(F)(F)F)cc1 (configuration not stated),-2,4,-2,2,-3,1,-1,-0.4,0.2,-5
COc1ccc(-c2cc3c(=O)n(CC(=O)NCCCN4CCN(Cc5ccccc5)CC4)ncn3n2)cc1,0,-6,-5,-2,-25,-7,-6,2.2,0.8,10
O=C(Nc1nccs1)[C@@H]1CCCN1S(=O)(=O)c1ccc(Cl)cc1,-3,-2,9,4,-6,2,-3,2.0,-0.4,3
